NPY1 pot ag: potentiators or agonists of human neuropeptide Y receptor Y1; P25929; NPY-Y1 expressing cells, potentiator/agonist activation; AID 1304; 0.37% of 220,000 active; activation, % at 3.6 µM; in the data active = activation above about 33%, passing the limit was not always enough;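 also: cells stimulated with NPY at EC10 then isoproterenol at EC100; 0% = low agonist plus stimulus and 100% = saturating agonist plus stimulus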
NPY2 pot ag: potentiates or activates human NPY-Y2 receptor; AID 1359; 0.45% of 220,000 active; cells expressing NPY-Y2, potentiator/agonist read-out; P49146; activation, % at 3.6 µM; in the data active = activation above about 27%;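 also: cells stimulated with NPY near EC25 plus isoproterenol at EC100; 0% = vehicle plus submaximal agonist and 100% = vehicle plus saturating agonist; some results beyond the cut were filed as inactive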
Target sequence (P49146 whole entry, looked up): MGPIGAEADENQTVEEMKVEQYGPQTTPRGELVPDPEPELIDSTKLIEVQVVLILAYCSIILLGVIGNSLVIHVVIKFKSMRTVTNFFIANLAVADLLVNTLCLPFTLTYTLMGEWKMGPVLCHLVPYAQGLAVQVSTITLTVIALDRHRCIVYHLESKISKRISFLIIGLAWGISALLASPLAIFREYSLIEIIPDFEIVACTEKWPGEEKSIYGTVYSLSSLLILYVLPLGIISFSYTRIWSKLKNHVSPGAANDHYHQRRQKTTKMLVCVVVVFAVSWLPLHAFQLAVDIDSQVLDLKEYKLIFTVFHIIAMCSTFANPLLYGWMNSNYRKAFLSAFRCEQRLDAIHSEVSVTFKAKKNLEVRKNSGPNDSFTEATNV
CHOP inhibitor: inhibitors of CHOP induction in ER stress response; CHO-K1 CHOP-promoter luciferase, tunicamycin-induced, 15-18 h; inhibition, % at 10 µM; 3.8% of 220,000 active;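 active = compounds that reduced the stress-induced luciferase reporter signal by more than about 70% of percent inhibition, limit read from the data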;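 also: 0% = tunicamycin plus vehicle and 100% = wells without tunicamycin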
S1P4 agonist: human S1P4 receptor agonism; S1P4-expressing cell line, agonist reporter assay; activation, % at 4.98 µM; 0.35% of 220,000 active; in the data active = activation above about 11%;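 also: 0% = DMSO vehicle and 100% = reference agonist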
Target sequence (O95977 whole entry, looked up): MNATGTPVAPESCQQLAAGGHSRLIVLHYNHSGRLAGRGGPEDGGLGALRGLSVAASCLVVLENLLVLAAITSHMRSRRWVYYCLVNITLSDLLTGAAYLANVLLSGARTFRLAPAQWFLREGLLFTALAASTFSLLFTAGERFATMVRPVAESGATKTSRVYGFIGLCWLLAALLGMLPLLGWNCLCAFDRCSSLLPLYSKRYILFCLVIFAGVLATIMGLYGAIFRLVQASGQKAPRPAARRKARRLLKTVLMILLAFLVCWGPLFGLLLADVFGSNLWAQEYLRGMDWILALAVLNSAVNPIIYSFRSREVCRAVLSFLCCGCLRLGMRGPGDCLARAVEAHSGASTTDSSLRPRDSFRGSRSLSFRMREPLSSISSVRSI
Ba/F3 V617F tox: reduce viability of Ba/F3 cells dependent on JAK2V617F. 1.1% of 220,000 active. inhibition, % at 5.6 µM. Ba/F3 EpoR-JAK2V617F viability, ATP luminescence. AID 1446;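 active = inhibition above the campaign mean plus 3 SD over all tested compounds, cut at about 24% in these data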;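 also: cytokine-independent growth of Ba/F3 cells driven by EpoR plus mutant JAK2; 0% = DMSO-treated cells and 100% = JAK inhibitor I control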
BaF3 parental: counter-screen for JAK2V617F inhibitors: parental Ba/F3 viability inhibitors; 1.1% of 220,000 active; CellTiter-Glo ATP luminescence; AID 1486; inhibition, % at 5.6 µM;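 active = inhibition above a per-campaign cutoff, the mean inhibition of all tested compounds plus 3 SD, cut at about 27% in these data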;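 also: 0% = DMSO wells and 100% = JAK Inhibitor I control wells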
NPY Y1 blocker: blocks the human neuropeptide Y Y1 receptor; P25929; HEK293-CNG Y1 cells, membrane potential fluorescence; NPY at EC95, then isoproterenol; inhibition, % at 3.6 µM; 1% of 200,000 active;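 active = inhibition above the campaign mean inhibition of all tested compounds plus 3 SD, cut at about 20% in these data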;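 also: 0% = DMSO wells given NPY plus isoproterenol and 100% = isoproterenol alone without NPY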
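Material: HEK293 cells with Y1 receptor plus CNG channel; times: compound incubation 1 h at room temperature, readout 45 min post-stimulation; signal: fluorescence, membrane potential probe; read-out basis: fluorescence ratio normalized to % inhibition between controls; benchmarks: full-block control isoproterenol-only wells, zero-block control NPY plus isoproterenol wells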
p47phox inh: inhibitors of human p47phox binding. 0.53% of 220,000 active. AID 1274. P14598. inhibition, % at 24.7 µM. p47phox/p22phox peptide binding, fluorescence polarization, 2 h;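 active = inhibition above about 30%, limit read from the data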;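 also: 0% = p47phox with labelled peptide and 100% = labelled peptide alone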
S1P4 antagonist: antagonists of human S1P4 receptor. 0.26% of 220,000 active. inhibition, % at 4.98 µM. S1P4-expressing cells, antagonist mode, reporter read-out. O95977; in the data active = inhibition above about 29%;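 also: 0% = wells stimulated with agonist and 100% = vehicle wells without agonist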
* marks the source's active call; other numbers are inactive results; x = no result given.

SMILES	NPY1 pot ag	NPY2 pot ag	CHOP inhibitor	S1P4 agonist	Ba/F3 V617F tox	BaF3 parental	NPY Y1 blocker	p47phox inh	S1P4 antagonist
Cc1cc(NC(=O)c2ccc(Cl)c(S(=O)(=O)N3CCOCC3)c2)no1	15	22	3	-1.0	0	4	6	3	-9
CN(C)/C=C/C(=O)/C=C/c1cn(-c2ncc(C(F)(F)F)cc2Cl)c2ccccc12	3	-8	31	-1.4	3	7	5	-60	-10
COc1ccc(NC(=S)N(CCN(C)C)C(C)c2ccco2)cc1 (centres undefined)	11	8	25	-0.9	-1	2	0	-12	-4
CCOC(=O)c1cccc(COC(=O)c2cccc(-c3nnc(-c4ccccc4)o3)c2)c1	-2	-5	36	2.3	-2	1	4	-8	-10
Cc1ccc(S(=O)(=O)NC(C(=O)N2CCOCCOCCOCC2)c2ccccc2)cc1 (centres undefined)	-12	1	0	0.3	-3	4	6	4	0
COc1cnc(-c2cccc(C(F)(F)F)c2)[nH]c1=O	7	-4	36	-1.3	-2	5	-3	1	-17
COc1cccc2sc(NNC(=O)c3nc4ccccc4s3)nc12	0	1	10	1.2	-5	1	-2	0	5
N#C/C(=C/N1CCOCC1)c1ccccc1	-2	-4	-5	-1.7	-2	2	6	-3	-11
CC(C)c1[nH]nc2c1C(c1ccco1)C(C#N)=C(N)O2 (centres undefined)	4	16	32	0.4	-4	1	2	-5	-10
CCN(CC)S(=O)(=O)c1ccc(O)c(C(=O)OCC(=O)Nc2cc(C)c(C)cc2[N+](=O)[O-])c1	-3	-4	-10	-1.3	3	1	-3	-8	8
O=C(COC(=O)Cn1cnc2ccccc21)NCc1ccc(F)cc1	8	2	-9	0.0	2	3	5	-3	-15
CC(C)CC1NC(=O)N(CC(=O)N2CCN(S(=O)(=O)c3ccc4ccccc4c3)CC2)C1=O (centres undefined)	2	8	50	0.5	-1	2	-2	-4	-3
O=C(Cn1cnc2c(cnn2-c2ccc(F)cc2)c1=O)OCc1ccccc1	-2	-6	16	-0.8	-2	-2	-1	-1	-17
Cc1ccccc1OCCC(=O)OCC(=O)Nc1cc(S(=O)(=O)N2CCOCC2)ccc1Cl	15	5	-3	-0.4	-2	4	2	-8	0
COc1cc2c(=O)c(-c3ccc(O)cc3)coc2cc1OC1OC(CO)C(O)C(O)C1O (centres undefined)	-10	-3	12	1.0	-5	-1	-3	1	3
CN(CC(=O)O)S(=O)(=O)c1ccc2[nH]c(=O)c(=O)[nH]c2c1	9	-7	15	2.1	-2	0	x	-12	-6
COc1ccc(CN2C(=O)CN(C3CCCCCC3)C(=O)C2c2ccc(F)cc2)cc1 (centres undefined)	11	-2	8	-1.0	1	9	3	-4	-7
CC1(C)OC(=O)C(=CNc2ccccn2)C(=O)O1	8	1	5	1.6	-1	-1	x	-6	-2
O=C(CN(C(=O)CSc1nc2ccccc2o1)c1ccccc1F)NC1CCCCC1	-8	-6	8	-2.0	-2	0	4	0	5
Cc1ccc2c(c1)C1CN(C)CCC1N2S(=O)(=O)c1ccc(Oc2ccc([N+](=O)[O-])cc2)cc1 (centres undefined)	17	13	1	-0.6	-5	-3	1	3	12
O=C(c1ccccc1)c1cc([N+](=O)[O-])ccc1N1CCCC1	-34	-11	21	-0.2	-3	-1	-2	-6	4
COc1ccc(-c2[nH]ncc2CNC(C)CCn2cccn2)cc1F (centres undefined)	-8	11	1	-0.4	-1	-2	3	-10	0
COc1cc2c(cc1OC)C(NC(=O)C(F)(F)F)C/C2=N\O (centres undefined)	-3	14	3	3.4	0	6	1	7	-9
Cc1ccc(NN=C2c3ccccc3-c3ccccc32)cc1	3	0	43	-0.7	-5	3	10	4	-14
N#C/C(=C(/O)c1cccc(F)c1)c1nc2ccccc2s1	11	103*	-10	-1.0	4	-8	x	-22	-9
COc1ccc(CCNC(=O)COC(=O)c2cnccn2)cc1	-9	-3	8	0.5	3	7	0	-4	-2
Cc1ccc(S(=O)(=O)N(CC(=O)N/N=C/c2cccc(Cl)c2)c2cccc3cccnc23)cc1	-8	-18	45	0.1	-4	-1	5	-6	-18
Cc1c(N/C=C/C(=O)C(F)(F)F)c(=O)n(-c2ccccc2)n1C	8	0	-4	2.1	-2	6	-2	-4	-6
CN(C(=O)COC(=O)CNC(=O)c1sc2ccccc2c1Cl)c1ccccc1	11	3	14	-0.2	-3	1	-4	-1	-3
C/C(=N/NS(=O)(=O)c1ccc(Br)cc1)c1ccc(NC(=O)c2ccc(C)o2)cc1	-13	-22	17	-2.2	8	5	-2	-6	-7
Cc1ccc(/C=N/NC(=O)CNC(=O)Cc2ccccc2)o1	-10	6	-3	-0.1	0	4	11	-7	-13
CC(=O)c1ccc(N2Cc3ccccc3C3(CCOCC3)C2=N)cc1	-11	-13	-12	-0.1	-5	0	-3	-5	10
O=C(C1CC1)N1CCCN(C(=O)C2CC2)CC1	0	2	22	0.8	-2	3	3	9	-16
Cc1cccc2sc(NC(=O)c3ccc(Cl)s3)nc12	-21	-23	56	-1.9	2	9	1	-15	-16
CCN1C(=O)/C(=C\N2CCN(C(=O)c3ccco3)CC2)SC1=S	15	10	-9	0.3	0	1	x	-21	3
Cc1nn(-c2ccccc2)c(C)c1NC(=O)COc1ccc(C#N)cc1	-40	25	2	-2.9	-1	6	2	-4	-23
O=C(O)/C=C/C(=O)N1CCN(C(c2ccccc2)c2ccccc2)CC1	5	-9	12	1.1	4	-5	x	-2	3
CC1=CC(C)(C)N(C(=O)c2ccccc2)c2ccc(C)cc21	4	7	51	-1.4	-3	1	16	-7	1
Nc1c(C(=O)O)cnc2nc(N3CCOCC3)nn12	-5	2	1	0.8	-1	5	-3	1	-6
COCCC(=O)N1CCCC(C(=O)c2ccc(Oc3ccccc3)cc2)C1 (centres undefined)	-8	-3	10	0.2	-3	5	13	-14	-10
CC(C)=CC(=O)NCc1c(Cl)cccc1-n1cccc1	9	2	29	-0.8	-1	1	-2	-7	-3
CN(CCCC(=O)Nc1nccs1)S(=O)(=O)c1ccc(Cl)cc1	-8	14	-7	-1.2	-2	2	-2	-4	-15
CCOc1ccc(NC(=O)CCCOc2cc(=O)n(C)c3ccccc23)cc1	13	-12	74*	0.3	3	2	6	-8	-10
O=C(Cc1cc(=O)[nH][nH]1)N/N=C/c1ccccc1Cl	-5	-8	-5	0.3	-2	6	6	-2	-11
CC(C)(C)C(=O)C(Oc1cccc2nonc12)n1cncn1 (centres undefined)	21	7	-6	0.1	4	4	-1	2	7
O=C(NCc1ccc2c(c1)OCO2)c1ccc(COc2cccc(Cl)c2)o1	-24	-29	21	-0.6	2	4	20	-15	-1
CCC(CC)C(=O)c1c[nH]c(C(=O)NCc2cccs2)c1	-5	-10	-8	1.2	0	1	3	-3	19
Cc1ccc(S(=O)(=O)n2nc(OC(=O)C(C)(C)C)cc2N)cc1	-11	5	14	1.9	0	1	-2	-7	0
COc1ccc(-c2ccnc3nc(N4CCN(c5ccccc5)CC4)nn23)cc1	2	-5	72*	3.6	1	8	7	-13	-8
CN(CC(=O)Nc1ccc(Cl)c(C(F)(F)F)c1)Cc1cc(=O)n2ccsc2n1	-5	-4	8	0.4	-2	7	4	-8	-12
COc1ccc(OC)c(-c2csc(NC(=O)CSc3ccc([N+](=O)[O-])cc3)n2)c1	-45	-4	46	-1.0	0	5	6	-41	-11
C#CCn1c(=NC(=O)c2ccc(Br)s2)sc2cc(NC(C)=O)ccc21	-5	6	-3	-0.1	2	8	6	18	-19
C1CCCN(CCCCN2CCCCCC2)CC1	-5	7	3	-0.3	1	3	-5	-6	11
COc1ccc2[nH]c(=O)c(NC(N)=S)nc2c1	4	2	7	1.1	-2	-1	1	-13	-22
O=C(NNc1cc(N2CCOCC2)nc(N2CCOCC2)n1)c1ccc(Cl)cc1Cl	-4	9	-9	1.4	-2	7	2	-18	-22
Cc1[nH]c(=O)[nH]c(=O)c1S(=O)(=O)N1CCCC(C(=O)NCc2ccc3c(c2)OCO3)C1 (centres undefined)	-16	-14	11	1.6	5	10	2	-5	-3
COC(=O)C1=C(N)Oc2cc(C)n(CC3CCCO3)c(=O)c2C1c1ccccc1 (centres undefined)	3	-2	8	0.1	2	5	0	-8	-11
CCCCNC(=S)NNC(=O)c1c(C)nc2ccccn12	12	0	-22	0.1	-2	2	-2	-2	0
CN(Cc1cccs1)C(=O)Cc1csc(-c2ccccc2)n1	4	-6	10	0.7	3	6	-2	-6	-9
Oc1ccc(N=Nc2n[nH]c(-c3ccc(Cl)cc3)n2)cc1	28	15	75*	-0.7	-2	6	-6	-21	6
The listing continues.
SMILES	NPY1 pot ag	NPY2 pot ag	CHOP inhibitor	S1P4 agonist	Ba/F3 V617F tox	BaF3 parental	NPY Y1 blocker	p47phox inh	S1P4 antagonist
CC(C)CC1NC(=S)N(Cc2ccccc2)C1=O (centres undefined)	17	7	17	1.0	2	7	-2	3	-36
Cc1nn(C)c(Cl)c1C(N)=O	-9	-6	4	-2.3	2	6	2	-51	1
C/C(Cl)=C\Cn1c(Nc2ccccc2)nc2c1c(=O)n(C)c(=O)n2C	6	6	36	1.6	-3	2	0	-3	15
CCOc1ccc(N(CC(=O)NCC2CCCO2)S(=O)(=O)c2ccc(Cl)cc2)cc1 (centres undefined)	-18	-12	3	2.4	-5	1	0	-14	-11
O=C(CCn1c(=O)c2sccc2n(CC(=O)NCc2ccco2)c1=O)NCc1ccccc1	-5	3	5	0.5	-4	3	8	3	-21
C#CCOC(=O)CCCNc1ccc([N+](=O)[O-])cc1[N+](=O)[O-]	0	-4	41	-0.3	0	5	2	-10	18
CNCCOc1ccc(Cl)c(Cl)c1	-10	4	2	0.3	0	4	8	0	-11
COc1ccc(S(=O)(=O)Nc2cc(OC)c(NC(=O)c3ccco3)cc2OC)cc1	-16	-4	25	-0.7	1	4	0	15	-17
COc1cc(CC(NC(C)=O)C(=O)NC2CCN(c3c(Cc4ccccc4)c(C)nc4ncnn34)CC2)cc(OC)c1 (centres undefined)	-5	1	-5	3.3	0	3	-2	-4	6
COC(=O)c1cncc(C)c1	10	14	4	0.3	-2	-7	x	-11	-13
COCc1cc(C)nc(SCC(=O)NCc2ccco2)c1C#N	6	-2	14	-0.3	0	6	-2	-12	0
CC1CN(Cc2nc3c(c(=O)[nH]c(=O)n3C)n2CCCc2ccccc2)CC(C)O1 (centres undefined)	-12	-3	13	-3.2	-2	8	-2	-12	-3
O=C(O)C1CCCCC1C(=O)NCCc1ccc(Cl)cc1 (centres undefined)	1	-8	14	0.0	2	-2	4	-5	-10
O=S(=O)(Nc1nc2ccccc2nc1NCC1CCCO1)c1cc(Cl)ccc1Cl (centres undefined)	29	15	9	-0.2	-4	0	x	-10	2
COC(=O)c1nc(N)sc1-c1ccc(Cl)c(Cl)c1	8	4	14	1.0	-2	-6	x	-15	-20

An excerpt of these results, bar-delimited.
smiles | NPY1 pot ag | NPY2 pot ag | CHOP inhibitor | S1P4 agonist | Ba/F3 V617F tox | BaF3 parental | NPY Y1 blocker | p47phox inh | S1P4 antagonist
CC(C)CC1NC(=S)N(Cc2ccccc2)C1=O (centres undefined) | 17 | 7 | 17 | 1.0 | 2 | 7 | -2 | 3 | -36
Cc1nn(C)c(Cl)c1C(N)=O | -9 | -6 | 4 | -2.3 | 2 | 6 | 2 | -51 | 1
C/C(Cl)=C\Cn1c(Nc2ccccc2)nc2c1c(=O)n(C)c(=O)n2C | 6 | 6 | 36 | 1.6 | -3 | 2 | 0 | -3 | 15
CCOc1ccc(N(CC(=O)NCC2CCCO2)S(=O)(=O)c2ccc(Cl)cc2)cc1 (centres undefined) | -18 | -12 | 3 | 2.4 | -5 | 1 | 0 | -14 | -11

Source: PubChem
